From PubChem BioAssay
ERAP1 HTS inh: blocks human ERAP1 aminopeptidase activity; Q9NZ08; recombinant ERAP1, Leu-AMC fluorescence, 60 min; inhibition, % at 10.7 µM; hit rate 0.15% among 340,000;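 active = mean replicate inhibition of at least 30%, or all replicates individually reaching that 30% level; inactive = mean below 30% and not every replicate reaching it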;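 note: 0% = neutral control wells and 100% = L-leucinethiol positive control wells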
Target sequence (Q9NZ08 whole entry, looked up): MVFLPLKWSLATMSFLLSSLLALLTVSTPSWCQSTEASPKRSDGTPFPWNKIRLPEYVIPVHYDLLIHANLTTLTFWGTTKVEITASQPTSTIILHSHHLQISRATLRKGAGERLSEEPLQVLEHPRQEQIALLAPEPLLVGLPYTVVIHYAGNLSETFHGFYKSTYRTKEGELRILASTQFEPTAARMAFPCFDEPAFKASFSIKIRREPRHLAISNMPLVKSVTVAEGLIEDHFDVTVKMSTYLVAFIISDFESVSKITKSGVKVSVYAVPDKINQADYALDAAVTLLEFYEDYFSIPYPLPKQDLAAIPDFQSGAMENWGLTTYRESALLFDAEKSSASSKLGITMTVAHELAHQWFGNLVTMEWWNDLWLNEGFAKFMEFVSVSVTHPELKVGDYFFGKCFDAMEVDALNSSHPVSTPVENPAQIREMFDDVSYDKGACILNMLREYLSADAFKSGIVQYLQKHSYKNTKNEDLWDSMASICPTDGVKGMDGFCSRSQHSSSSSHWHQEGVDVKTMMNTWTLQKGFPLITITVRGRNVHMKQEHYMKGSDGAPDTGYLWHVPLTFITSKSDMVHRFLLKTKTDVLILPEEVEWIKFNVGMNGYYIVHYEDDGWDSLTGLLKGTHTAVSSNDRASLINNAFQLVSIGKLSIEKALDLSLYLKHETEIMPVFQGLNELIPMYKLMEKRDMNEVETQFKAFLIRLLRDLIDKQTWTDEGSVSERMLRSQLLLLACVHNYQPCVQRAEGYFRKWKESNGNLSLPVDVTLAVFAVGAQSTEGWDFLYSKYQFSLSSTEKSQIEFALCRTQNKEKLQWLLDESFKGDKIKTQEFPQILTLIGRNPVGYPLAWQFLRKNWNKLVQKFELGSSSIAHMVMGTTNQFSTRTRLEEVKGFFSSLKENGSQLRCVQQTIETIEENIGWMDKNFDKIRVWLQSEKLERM
Casp6 inh: caspase-6 (human) enzyme inhibition; hit rate 0.53% among 350,000; P55212; purified caspase-6, Z-VEID-R110 cleavage fluorescence; inhibition, % at 12.5 µM; AID 686996;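 active = mean inhibition across replicates at least about 35%, with every replicate also reaching that limit, limit read from the data; inconclusive = only one of the two criteria met; inactive = neither criterion met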;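 note: 0% = median of neutral control wells and 100% = no fluorescence left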
miR122 inh: blocks miR-122 activity in Huh7 sensor cells. activation (reporter increase), % at 12.5 µM. Huh7 miR-122 Renilla luciferase sensor, 48 h; neutral wells = 0, positive control = 100. AID 602342. hit rate 0.3% among 340,000;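 active = mean replicate activation score at least 90 and every replicate individually at or above 90; inconclusive = only one of the two criteria met; inactive = neither criterion met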;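 note: higher luciferase means less miR-122 activity so hits act as miR-122 inhibitors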
ERp5 block: inhibitors of human ERp5. hit rate 0.05% among 350,000. ERp5 insulin aggregation, absorbance 650 nm, 90 min. inhibition, % at 9.99 µM. Q15084;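 active = mean replicate inhibition above about 25%, with every replicate also reaching it, limit read from the data, passing the limit was not always enough; inconclusive = only one of those two criteria met; inactive = neither criterion met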
SIRT5 block: sirtuin-5 (human) deacylase inhibition | Q9NXA8 | Purified SirT5, succinyl-peptide AMC, trypsin-coupled fluorescence | inhibition, % at 15 µM | hit rate 1.1% among 330,000 | AID 652115; in the data active = inhibition above about 15%; inconclusive = no clear call, values can overlap the other calls
F508del corr: CFTR F508del correction in bronchial cells; CFBE cells, YFP halide quenching; stimulated with forskolin plus potentiator P3; % fluorescence drop versus neutral controls; activity (quench increase), % at 7.58 µM; hit rate 0.36% among 350,000; AID 720511;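 active = mean added fluorescence quench of at least 8% versus neutral control, with both replicates also reaching 8%; inconclusive = only one of the mean or replicate conditions met; inactive = mean below 8% and not both replicates reaching 8%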;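 note: cells transiently co-express mutant CFTR-F508del with the halide-sensitive YFP; corrector assay measuring rescue of mutant channel to the surface after 24 h compound exposure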
DENV2 CPE: DENV2-induced cell death inhibition; DENV2-infected cells, cytopathic effect rescue, plate reader; CPE inhibition, % at 9.99 µM; hit rate 1.7% among 350,000; in the data active = CPE inhibition above about 20%, passing the limit was not always enough; inconclusive = no clear call, values can overlap the other calls; tested in BHK-21 cells;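 note: 0% = median of neutral control wells and 100% = median of positive control wells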
Starred values were filed as active, the others as inactive; [ ] = dose if it differs, or a comment.

`COc1ccccc1N(CC(=O)NC1CCCC1)C(=O)CCC(=O)Nc1ccccn1` gave ERAP1 HTS inh 1, Casp6 inh 2, miR122 inh -2, ERp5 block 3, SIRT5 block -1, F508del corr -1.2 and DENV2 CPE 1.
`c1ccc(CCCN2CCN(c3ccccn3)CC2)cc1` gave ERAP1 HTS inh 4, Casp6 inh -4, miR122 inh -9, ERp5 block -3, SIRT5 block 0, F508del corr -0.5 and DENV2 CPE -1.
For CCOC(=O)c1cnc2scnn2c1=O the results were ERAP1 HTS inh 0, Casp6 inh -2, miR122 inh -8, ERp5 block -5, SIRT5 block 1, F508del corr -0.6 and DENV2 CPE -5.
For COC(=O)CCCn1cc(CN2CC(N3CCN(Cc4cccc(C)c4)CC3)CS2(=O)=O)nn1 (stereo not drawn) the results were Casp6 inh -1, ERp5 block -2, SIRT5 block 2, F508del corr 4.4 and DENV2 CPE 1.
CC(OC(=O)Cc1ccc(F)cc1)C(=O)NCc1ccc2c(c1)OCO2 (stereo not drawn) was read as ERAP1 HTS inh 2, Casp6 inh -1, miR122 inh 2, ERp5 block -6, SIRT5 block -2, F508del corr -1.0 and DENV2 CPE 2.
Screening CC(=O)N1[C@H](C(=O)NCc2ccccc2Cl)[C@@H](CO)[C@@H]2Cn3c(ccc(-c4ccccc4)c3=O)[C@@H]21 returned ERAP1 HTS inh 1, Casp6 inh 1, miR122 inh 0[16.7 µM], ERp5 block 1, SIRT5 block -18, F508del corr -1.0 and DENV2 CPE -4.
`C=CCN1Cc2ccccc2[C@@H]2OC(c3ccc(OCCCO)cc3)=N[C@]2(Cc2ccccc2)C1=O` gave ERAP1 HTS inh -3, Casp6 inh 1, ERp5 block 4, SIRT5 block 6, F508del corr 0.3 and DENV2 CPE -2.
`N#C[C@H]1[C@H](c2ccccc2-c2ccccc2)[C@@H](CO)N1C(=O)Cc1cccnc1` gave ERAP1 HTS inh -1, Casp6 inh -1, ERp5 block 8, SIRT5 block -1, F508del corr 1.6 and DENV2 CPE 35*.
Screening Cc1ccc(S(=O)(=O)Nc2nc3c(s2)C(=O)CC(C)(C)C3)cc1 returned ERAP1 HTS inh 2, Casp6 inh 1, ERp5 block 3, SIRT5 block 1, F508del corr -1.0 and DENV2 CPE 0.
`O=C(C1CCCN1S(=O)(=O)c1ccc(Br)cc1)N1CCOCC1` (stereo not drawn) gave ERAP1 HTS inh 3, Casp6 inh 1, ERp5 block 6, SIRT5 block -11 and DENV2 CPE -3.
COc1ccc(CCNC(=O)N[C@@H](Cc2ccccc2)C(=O)O)cc1 was read as ERAP1 HTS inh 2, Casp6 inh 3, miR122 inh 2, ERp5 block 3, SIRT5 block -5, F508del corr 1.0 and DENV2 CPE 10.
`CSc1ncnc2sc(C)c(C)c12` gave ERAP1 HTS inh -1, Casp6 inh 0, ERp5 block -3, SIRT5 block -5, F508del corr -1.1 and DENV2 CPE -4.
Screening O=C(NC1CCCC1)C(c1ccccc1)n1c(-c2cccc3ccccc23)nc2ccccc21 (stereo not drawn) returned ERAP1 HTS inh -3, Casp6 inh 1, ERp5 block 2, F508del corr 2.8 and DENV2 CPE -9.
`CC1CN(C(=O)c2ccc(NS(=O)(=O)c3ccc(C(C)(C)C)cc3)cc2)CC(C)O1` (stereo not drawn) gave ERAP1 HTS inh -6, Casp6 inh 0, miR122 inh 34, ERp5 block 1, SIRT5 block -6, F508del corr 0.4 and DENV2 CPE -12.
For CC(=O)NC[C@@H]1[C@@H](c2ccc(-c3cccnc3)cc2)[C@H](CO)N1C(=O)C1CC1 the results were ERAP1 HTS inh -1, Casp6 inh 4, miR122 inh -7[16.7 µM], ERp5 block 3, SIRT5 block -2, F508del corr -0.8 and DENV2 CPE 6.
CN1C(=O)c2cc(NC(=O)C3CCOCC3)ccc2OC[C@@H]2O[C@H](CC(=O)NCCc3ccncc3)CC[C@H]21 was read as ERAP1 HTS inh -4, Casp6 inh 2, ERp5 block -1, SIRT5 block 5 and DENV2 CPE 11.
For CCCCn1nnnc1C1(C)CCC(=O)N1C1CC1 (stereo not drawn) the results were ERAP1 HTS inh -2, Casp6 inh 0, ERp5 block -5, F508del corr 0.3 and DENV2 CPE 0.
COCCNC(=O)CCCN1C(=O)c2ccccc2Sc2ncccc21 was read as ERAP1 HTS inh -4, Casp6 inh -2, miR122 inh 3, ERp5 block 2, SIRT5 block 0, F508del corr 1.3 and DENV2 CPE 0.
COc1ccc2c(C)cc(SCC(=O)NC3CCCC3)nc2c1 was read as ERAP1 HTS inh -1, Casp6 inh 2, miR122 inh 5, ERp5 block -2, SIRT5 block 3, F508del corr -2.7 and DENV2 CPE -10.
Screening Cc1ccc(NC(=O)Cc2cn(C)c3ccccc23)cc1F returned ERAP1 HTS inh 3, Casp6 inh 1, miR122 inh 321*, ERp5 block -1, SIRT5 block -4 and DENV2 CPE 3.
CCCNC(=O)N1[C@H](CO)[C@@H]2c3ccccc3N(C(=O)Nc3cccc(F)c3)C[C@@H]21 was read as ERAP1 HTS inh 0, Casp6 inh 3, miR122 inh 17[16.7 µM], ERp5 block -6, SIRT5 block 2, F508del corr -1.0 and DENV2 CPE 15.
`CCc1nn(CC(=O)NCCCN2CCOCC2)c(=O)c2cc3cc(F)ccc3n12` gave ERAP1 HTS inh 3, Casp6 inh -1, miR122 inh 1, ERp5 block 1, SIRT5 block -10, F508del corr -1.2 and DENV2 CPE -1.
Screening CC(=O)N[C@H]1C[C@@H]2O[C@@H](CO)CC[C@@H]2O[C@@H]1CCc1ccc(-c2ccc(F)cc2)cc1 returned ERAP1 HTS inh -2, Casp6 inh 0, ERp5 block -6, SIRT5 block 2, F508del corr -2.8 and DENV2 CPE 13.
`CCOc1ccc(Oc2nc(N(CC)CC)nc(N3CCOCC3)n2)nn1` gave ERAP1 HTS inh 1, Casp6 inh 2, ERp5 block -10, SIRT5 block 2, F508del corr -0.2 and DENV2 CPE -9.
`C[C@H]1CN([C@@H](C)CO)S(=O)(=O)c2ccc(C#CC3CC3)cc2O[C@@H]1CN(C)C(=O)c1cnccn1` gave ERAP1 HTS inh 3, Casp6 inh 2, miR122 inh -21[16.7 µM], ERp5 block -2, SIRT5 block 2, F508del corr -0.7 and DENV2 CPE -7.
Screening COc1ccc(CN(C)C[C@@H]2Oc3ccc(NC(=O)Nc4c(C)noc4C)cc3C(=O)N([C@H](C)CO)C[C@H]2C)cc1 returned ERAP1 HTS inh -4, Casp6 inh 3, miR122 inh -7[16.7 µM], ERp5 block 1, SIRT5 block -8, F508del corr -2.8 and DENV2 CPE 14.
`Cc1oc(-c2ccc(Cl)cc2)nc1CSCC(=O)NC1CCN(Cc2ccccc2)CC1` gave ERAP1 HTS inh 2, Casp6 inh -11, miR122 inh -4, ERp5 block 2, SIRT5 block 1, F508del corr -0.7 and DENV2 CPE -6.
For CC(/C=C1\SC(=S)N(NS(=O)(=O)c2ccc(C)cc2)C1=O)=C\c1ccccc1 the results were ERAP1 HTS inh 18, Casp6 inh 0, miR122 inh 0, ERp5 block -2, SIRT5 block 2, F508del corr 0.2 and DENV2 CPE inconclusive.
`Cc1noc(C)c1NC(=O)N(C)C[C@@H]1Oc2ccc(NC(=O)NC(C)C)cc2CC(=O)N([C@H](C)CO)C[C@H]1C` gave ERAP1 HTS inh -6, Casp6 inh -3, miR122 inh 11[16.7 µM], ERp5 block 0, SIRT5 block -5, F508del corr 1.8 and DENV2 CPE 4.
O=C(COC(=O)/C=C/c1ccc2ccccc2n1)NNC(=O)c1ccccc1 was read as ERAP1 HTS inh -1, Casp6 inh -2, miR122 inh -6, ERp5 block -3, SIRT5 block 0, F508del corr -3.2 and DENV2 CPE 3.

Looked up one by one from the entries so far (4):
`O=C(C1CCCN1S(=O)(=O)c1ccc(Br)cc1)N1CCOCC1` (stereo not drawn) gave ERAP1 HTS inh 3, Casp6 inh 1, ERp5 block 6, SIRT5 block -11 and DENV2 CPE -3.
`Cc1oc(-c2ccc(Cl)cc2)nc1CSCC(=O)NC1CCN(Cc2ccccc2)CC1` gave ERAP1 HTS inh 2, Casp6 inh -11, miR122 inh -4, ERp5 block 2, SIRT5 block 1, F508del corr -0.7 and DENV2 CPE -6.
Screening CC(=O)N[C@H]1C[C@@H]2O[C@@H](CO)CC[C@@H]2O[C@@H]1CCc1ccc(-c2ccc(F)cc2)cc1 returned ERAP1 HTS inh -2, Casp6 inh 0, ERp5 block -6, SIRT5 block 2, F508del corr -2.8 and DENV2 CPE 13.
CCCNC(=O)N1[C@H](CO)[C@@H]2c3ccccc3N(C(=O)Nc3cccc(F)c3)C[C@@H]21 was read as ERAP1 HTS inh 0, Casp6 inh 3, miR122 inh 17[16.7 µM], ERp5 block -6, SIRT5 block 2, F508del corr -1.0 and DENV2 CPE 15.

Later entries.
For Cc1noc(C)c1S(=O)(=O)N(C)C[C@@H]1Oc2ccc(NC(=O)Nc3cccc4ccccc34)cc2CC(=O)N([C@H](C)CO)C[C@H]1C the results were ERAP1 HTS inh 1, Casp6 inh -1, miR122 inh -2[16.7 µM], ERp5 block 4, SIRT5 block -2, F508del corr 1.7 and DENV2 CPE 6.
For CCc1ccc(OCC(=O)N/N=C(\C)c2ccccc2OC(F)F)cc1 the results were ERAP1 HTS inh 2, Casp6 inh 1, miR122 inh -2, ERp5 block 4, SIRT5 block 1, F508del corr -3.0 and DENV2 CPE -12.
O=C(CCCC(=O)OCC(=O)c1cccs1)Nc1ccc(F)cc1 was read as ERAP1 HTS inh 2, Casp6 inh -3, ERp5 block 3, SIRT5 block -3, F508del corr 0.5 and DENV2 CPE 6.
`CCCNC(=O)C[C@@H]1CC[C@H]2[C@H](COc3ccc(NS(=O)(=O)CC)cc3C(=O)N2C)O1` gave ERAP1 HTS inh -2, Casp6 inh -1, miR122 inh -3[16.7 µM], ERp5 block -1, SIRT5 block 0, F508del corr -1.4 and DENV2 CPE 1.
`Cc1ccccc1-c1cnc2c(c1)C(=O)N([C@H](C)CO)C[C@H](C)[C@@H](CN(C)Cc1cncnc1)O2` gave ERAP1 HTS inh -1, Casp6 inh 6, miR122 inh -5[16.7 µM], ERp5 block 2, SIRT5 block -6, F508del corr -1.0 and DENV2 CPE 2.
O=C(C[n+]1ccc(Cc2ccccc2)cc1)Nc1ccccc1 was read as ERAP1 HTS inh -7, Casp6 inh -2, ERp5 block 1, SIRT5 block -2 and F508del corr -0.2.
Screening CCCOC(=O)c1ccc(NC(=O)CSC2=Nc3ccccc3C3CC=NN23)cc1 (stereo not drawn) returned ERAP1 HTS inh 0, Casp6 inh -1, miR122 inh -3, ERp5 block 1 and SIRT5 block -4.
`Cc1c(CC(=O)O)c(=O)oc2c(C)c(OCc3ccc(F)cc3Cl)ccc12` gave ERAP1 HTS inh 0, Casp6 inh 3, miR122 inh -4, ERp5 block 1, SIRT5 block -18, F508del corr -2.4 and DENV2 CPE 6.
For COC(=O)CNC(=O)COC(=O)/C=C/c1cccs1 the results were ERAP1 HTS inh -3, Casp6 inh 5, miR122 inh 4, ERp5 block -4, SIRT5 block 1, F508del corr -1.3 and DENV2 CPE 16.
For CCOc1ccc(S(=O)(=O)NC(Cc2c[nH]c3ccccc23)C(=O)O)cc1 (stereo not drawn) the results were ERAP1 HTS inh 1, Casp6 inh 12, miR122 inh 3, ERp5 block 0, SIRT5 block 2, F508del corr 1.1 and DENV2 CPE 13.
`c1ccc(Cc2noc(CN3CCN(C4CCc5ccccc5C4)CC3)n2)cc1` (stereo not drawn) gave ERAP1 HTS inh -1, Casp6 inh -2, ERp5 block 1, SIRT5 block 2 and F508del corr 1.9.
`Cc1csc2c(SCC(=O)NNS(=O)(=O)c3cccc(C(F)(F)F)c3)ncnc12` gave ERAP1 HTS inh 3, Casp6 inh -1, miR122 inh -6, ERp5 block 6, SIRT5 block -1, F508del corr 1.7 and DENV2 CPE -6.
Screening NC(=O)C1=C[C@H](c2coc3ccccc3c2=O)C[C@H](OCCCCO)O1 returned ERAP1 HTS inh -1, Casp6 inh 0, ERp5 block -3, SIRT5 block -7, F508del corr 2.3 and DENV2 CPE -2.
`COCCNC(=O)c1cc2cc(Cl)cc(Cl)c2oc1=O` gave ERAP1 HTS inh -4, Casp6 inh 6, miR122 inh -4, ERp5 block -2, SIRT5 block 2, F508del corr 0.0 and DENV2 CPE -1.
